Source: PubChem BioAssay
GLA spleen mod: alpha-galactosidase A (human) modulation. 0.008% of 240,000 active. Potency, µM (titrated, usually from 80 µM), without a hit: top-dose activity change, negative = inhibition, most hits filed as inhibitors. AID 2107. P06280. human spleen homogenate, 4MU-alpha-Gal fluorescence, 40 min;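 note: 0% = enzyme with vehicle and -100% = no enzyme basal signal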
Target sequence (P06280 32-429 limits assumed): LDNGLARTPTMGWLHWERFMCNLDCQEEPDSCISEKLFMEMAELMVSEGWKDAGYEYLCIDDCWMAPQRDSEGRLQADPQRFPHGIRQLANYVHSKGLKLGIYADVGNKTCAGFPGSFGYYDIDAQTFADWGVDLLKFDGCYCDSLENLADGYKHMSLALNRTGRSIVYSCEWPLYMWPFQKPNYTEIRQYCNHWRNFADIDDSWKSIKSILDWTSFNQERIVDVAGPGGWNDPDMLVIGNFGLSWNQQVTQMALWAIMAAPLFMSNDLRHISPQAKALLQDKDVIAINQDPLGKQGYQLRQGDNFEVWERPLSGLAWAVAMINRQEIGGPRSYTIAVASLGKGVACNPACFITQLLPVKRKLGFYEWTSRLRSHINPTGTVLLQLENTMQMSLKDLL
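Inhibition or activation of alpha-galactosidase in human spleen homogenate is scored by 4-MU fluorescence after 40 min at 37C, pH 5.0, with 1 mM substrate. AC50s come from concentration-response fitted to the Hill equation.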
Tau fluor cs: counter-screen for tau fibril formation inhibitors; tau K18 P301L Alexa594 fluorescence, heparin fibrillization; Potency, µM (titrated, usually from 57.7 µM), for inactives: top-dose activity change, negative = decrease; 0.93% of 280,000 active; AID 1463; note: % is set by controls: 0 for no effect and ±100 for the full control effect; nearly all actives have a fitted effect of over 55% in size
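Human K18 P301L tau (15 uM unlabeled plus 0.24 uM Alexa 594-labeled, final) in 100 mM sodium acetate pH 7 was mixed with compound and 20 uM heparin and incubated 6 hr at 37 C.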
Tau fibril FP: tau fibrillization inhibition (FP). K18 P301L tau heparin fibrillization, Alexa594 FP, 6 h. Potency, µM (titrated, usually from 57.7 µM), without a hit: top-dose activity, negative = inhibition, most hits filed as inhibitors. AID 1468. 0.39% of 280,000 active. P10636; note: % is set by controls: 0 for no effect and ±100 for the full control effect; nearly all actives have a fitted effect of over 55% in size
Target sequence (P10636 561-689 P618L limits assumed): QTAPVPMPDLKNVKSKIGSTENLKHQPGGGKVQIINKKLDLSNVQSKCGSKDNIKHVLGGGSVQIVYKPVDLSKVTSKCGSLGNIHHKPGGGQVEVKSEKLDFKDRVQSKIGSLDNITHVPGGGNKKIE
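Recombinant K18 P301L […], labeled with Alexa 594 at 0.24 uM over 15 uM unlabeled; heparin inducer 20 uM final; 37 C, 6 hr; FP endpoint.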
HTT cytoprotect: cytoprotection in Huntington HTT-Q103 PC12 cell model. 0.14% of 230,000 active. Potency, µM (series often up to 56.4 µM), for inactives: cytoprotection (ATP increase), most hits filed as activators. PC12 HTT-Q103 induced, cytoprotection, ATP luminescence, 40 h. AID 1471;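 note: % of control where 0% means no effect; nearly all actives have a fitted effect of over 45% in size; toxic huntingtin expression switched on by the ecdysone agonist tebufenozide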
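Compounds added alongside 100 nM tebufenozide, which induces toxic Q103 huntingtin exon 1-GFP in stable PC12 cells; surviving cells quantified by luminescent ATP measurement. Medium: phenol red-free DMEM, 5% equine and 5% calf serum.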
GAA inhib: inhibitors of human lysosomal alpha-glucosidase; 0.005% of 200,000 active; purified human GAA, 4-MU-alpha-glucoside fluorescence; Potency, µM (top dose mostly 76.9 µM), inactives show at the top dose activity change, negative = inhibition, hits mostly inhibitors; P10253;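 note: plate controls were uninhibited enzyme wells for no effect and no-enzyme background for full effect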
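Read-out is 4-methylumbelliferone fluorescence (Ex 365/Em 440 nm) after NaOH/glycine stop at pH 10. Enzyme 4 nM, substrate 400 uM, pH 5.0 citrate buffer, 20 min room temperature; AC50 from Hill-equation concentration-response.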
GAA glycogen mod: GAA glycogen-cleavage inhibition or activation. P10253. recombinant GAA, glycogen substrate, Amplex Red glucose oxidase fluorescence. Potency, µM (highest dose often 76.4 µM), for inactives: at the top dose activity change, negative = inhibition, usual class: inhibitors. 0.38% of 300,000 active. AID 2100;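 note: 0% = full enzyme reaction and -100% = no-enzyme basal signal; the screen sought inhibitors and activators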
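Natural-substrate format: glycogen cleavage by 4 nM human enzyme, glucose read by Amplex Red coupling (Ex 573, Em 610 nm). Normalized to enzyme and no-enzyme controls.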
Tau fibril ThT: inhibitors of human tau fibril formation, thioflavin T binding. 2.1% of 270,000 active. AID 1460. recombinant tau K18 P301L (four-repeat tau fragment), heparin-induced fibrillization, ThT fluorescence. Potency, µM (top dose mostly 57.4 µM), without a hit: top-dose activity, negative = inhibition, hits mostly inhibitors. P10636; note: % is set by controls: 0 for no effect and ±100 for the full control effect; nearly all actives have a fitted effect of over 55% in size
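In this qHTS, human K18 P301L tau is incubated with compound and heparin for 6 hr at 37 C, and Thioflavin T fluorescence then reports fibril load.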
GAA spleen mod: lysosomal alpha-glucosidase (human) modulation; 0.006% of 240,000 active; human spleen homogenate, 4-MU-alpha-glucoside fluorescence; Potency, µM (series often up to 79.9 µM), without a hit: top-dose activity change, negative = inhibition, usual class: inhibitors; AID 2112;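 note: 0% = enzyme with vehicle and -100% = no enzyme basal signal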
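AC50 values come from Hill-equation fits of concentration-response data, normalized to no-enzyme and full-activity controls. Enzyme source: 1 ug human spleen homogenate; 1 mM fluorogenic 4-MU glucoside, pH 5.0 citrate buffer, 37 C, 40 min.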
Active calls of the source: *; ? = inconclusive; nt = not tested or not shown; [ ] = remark or other dose. Calls come from the whole dose curve; as a rule, active = well fitted curve in the direction sought with a large enough effect; inconclusive = small, poorly fitted or top-dose-only effect, or another doubt; inactive = no such curve, though single readings can be large; an effect the other way counts as inactive or inconclusive. Potency is the fitted concentration of half-maximal effect.

#1 COc1cccc(C(=O)O/N=C(\N)c2ccncc2)c1OC
#2 Cc1ccc(Nc2nc(C)cs2)cc1
#3 COc1ccc(NC(=O)C(=O)NCCN2CCN(C(=O)C(c3ccccc3)c3ccccc3)CC2)cc1
#4 C[C@H](NC(=O)OCc1ccccc1)c1nnc([C@H](C)NC(=O)OCc2ccccc2)o1
#5 Cc1cc(C)cc(OC(=O)N2CCOCC2)c1
#6 CCOc1ccc(NS(=O)(=O)c2ccc(NC(=S)NC(=O)C(C)C)cc2)cc1
#7 COC(=O)c1cn[nH]c1NC(=S)Nc1ccc(Cl)c(Cl)c1
#8 O=C(NCc1ccc2c(c1)OCO2)C(C(=O)c1ccccc1)n1cc(Cl)ccc1=O (stereo not drawn)
#9 COc1ccc(Br)cc1C(=O)Nc1ccc(C(=O)O)cc1
#10 O=C(c1ccc([N+](=O)[O-])cc1)N1CCC(n2nnc3cc(F)ccc32)CC1
Assay by compound | 1 | 2 | 3 | 4 | 5 | 6 | 7 | 8 | 9 | 10
GLA spleen mod | -3% | -6% | -3% | 0% | -3% | -9% | 3% | 1% | -4% | -24%
Tau fluor cs | -1% | 9% | -3% | -4% | 1% | -29% | -18% | -5% | -6% | 15%[2.34 µM]
Tau fibril FP | 7% | 7% | -5% | 0% | 2% | ? | ? | 7% | 5% | 12%[2.34 µM]
HTT cytoprotect | -11%[10 µM] | 3%[10 µM] | -5% | 3%[10 µM] | 12% | -2% | 1% | -5%[10 µM] | -20% | -9%[10 µM]
GAA inhib | -5% | 12% | 11% | nt | -1% | -4% | -3% | 1% | 4%[15.4 µM] | 4%
GAA glycogen mod | 14% | ? | ? | 6% | -21% | -11% | -5% | -7% | -2% | -5%
Tau fibril ThT | -14% | 3% | -15% | -2% | -5% | -8% | -2% | -4% | -8% | 3%
GAA spleen mod | -5% | -1% | -3% | -4% | -4% | 0% | 1% | -17% | -6% | -6%

#11 CCN1C(=O)CSC1=NC12CC3CC(CC(C3)C1)C2
#12 Cc1ccc(S(=O)(=O)C2(C(=O)Nc3cccc(F)c3)CC2)cc1
#13 CCn1c(=N)n(CC(=O)c2ccc(Br)s2)c2ccccc21
#14 Cc1nc2ccccc2cc1OCc1ccc(F)cc1
#15 CCc1ccccc1NC(=O)CCS(=O)(=O)c1cccc2nonc12
#16 O=C(Cn1cnc2cc([N+](=O)[O-])ccc2c1=O)Nc1cccc(S(=O)(=O)N2CCOCC2)c1
#17 S=C(NCc1ccccc1)N1CCn2cccc2C1c1ccncc1 (stereo not drawn)
#18 C=CCNc1sc(C(=O)c2ccc(Br)s2)c(N)c1C#N
#19 CN(C)S(=O)(=O)c1ccc(C(=O)Nc2nnc(SCc3ccccc3)s2)cc1
#20 CC(C)(C)NC(=O)c1nc2ccccc2s1
Assay by compound | 11 | 12 | 13 | 14 | 15 | 16 | 17 | 18 | 19 | 20
GLA spleen mod | 8% | 3% | -8% | 8% | nt | -5% | -4% | -4% | 0% | 10%
Tau fluor cs | -6% | -14% | 1% | -15% | -4% | -22% | -1% | -4% | 7% | 7%
Tau fibril FP | 7% | -9% | ? | -6% | 4% | 11% | ? | -6% | 2% | 6%
HTT cytoprotect | -6% | 5% | -9%[10 µM] | ? | nt | -22% | -15% | 4% | -19%[10 µM] | -26%
GAA inhib | -4% | 1% | nt | -11% | nt | ? | -8% | 2% | -7% | -12%
GAA glycogen mod | 3% | 2% | -4% | 1% | -2%[76.3 µM] | 14% | 2% | -10% | 10% | 16%
Tau fibril ThT | -10% | -14% | 6% | ? | 4% | -13% | -13% | 3% | 9% | 8%
GAA spleen mod | 1% | -2% | -8% | -6% | nt | -3% | nt | 5% | -8% | -2%

The closing 2 records of the section before come first, to join the parts:
#19 CN(C)S(=O)(=O)c1ccc(C(=O)Nc2nnc(SCc3ccccc3)s2)cc1
#20 CC(C)(C)NC(=O)c1nc2ccccc2s1
#21 Cc1cc[n+](C2=C([O-])c3ccccc3C(=O)/C2=N\S(=O)(=O)c2cccs2)cc1C
#22 Cc1cc(OCCN2CC(C)OC(C)C2)ccc1[N+](=O)[O-] (stereo not drawn)
#23 CCOc1cc(CNCCO)c(Cl)cc1OCC(=O)NCCc1ccccc1
#24 CCOC(=O)C(=O)N/N=C/c1ccc(F)cc1
#25 COc1cc(/C=C/C(=O)Nc2ccc3[nH]c(=O)[nH]c3c2)cc(OC)c1OC
#26 CN(CC(=O)Nc1nccs1)S(=O)(=O)c1ccc(F)cc1
#27 CCC(C(=O)NCCc1cc(OC)ccc1OC)n1nc(C)c2sc3ccccc3c2c1=O (stereo not drawn)
#28 Nc1nc(C(=O)N2CCOCC2)nn1S(=O)(=O)c1ccc(Cl)cc1
#29 Cc1nnc(SCc2ccc(C(=O)c3ccc(Cl)cc3)o2)n1-c1ccccc1
#30 COCc1nc2ccccc2n1Cc1ccccc1C
Assay by compound | 19 | 20 | 21 | 22 | 23 | 24 | 25 | 26 | 27 | 28 | 29 | 30
GLA spleen mod | 0% | 10% | -9% | -3% | -5% | -4% | 10% | -4% | nt | 2% | 1% | 5%
Tau fluor cs | 7% | 7% | -22% | 4% | 2% | -3% | 4% | 3% | -25% | 11% | -7% | -2%
Tau fibril FP | 2% | 6% | -8% | 5% | -4% | -1% | 5% | 4% | -13% | 9% | 1% | 2%
HTT cytoprotect | -19%[10 µM] | -26% | -2%[10 µM] | -25% | -9% | -2%[10 µM] | -8% | 6%[1.9 µM] | nt | -2% | 1%[10 µM] | -41%[inhibitor]
GAA inhib | -7% | -12% | 2% | -2% | 4% | nt | ? | -6% | nt | 4% | -5% | -2%
GAA glycogen mod | 10% | 16% | 15% | 6% | -1% | -7% | 5% | 4% | 14%[76.3 µM] | 4% | -11% | 5%
Tau fibril ThT | 9% | 8% | ? | -7% | 3% | -6% | 10% | 3% | 14% | 8% | ? | 4%
GAA spleen mod | -8% | -2% | 0% | -11% | -13% | -5% | 10% | -3% | nt | -9% | -6% | nt

#31 Cc1nc2ccc(S(=O)(=O)NCC(=O)N3CCc4ccccc4C3)cc2s1
#32 CN(C(=O)c1cc2sccc2n1C)C1CCCCC1
#33 N#Cc1c(-c2ccc(Cl)cc2)nc2n(c1=O)CCCS2
#34 Cc1cccc(N2CCN(CCNC(=O)Nc3ccc(Cl)cc3)CC2)c1C
#35 O=C(NCc1ccco1)c1cnc2ccccn2c1=O
#36 COc1ccccc1-c1ccc2ncnc(NCc3cccnc3)c2c1
#37 CC(=O)Nc1ccc(C(=O)OCC(=O)NCc2ccc(Cl)cc2)cc1
#38 CCOC(=O)CSc1nc(-c2ccccc2)nc2c1oc1ccccc12
#39 CCSc1nnc(NC(=O)CSc2nc3c(c(=O)n2CC)SC(C)C3)s1 (stereo not drawn)
#40 O=C(O)COc1ccccc1/C=N/NC(=O)CSc1nc2ccccc2c(=O)n1-c1ccc(Cl)cc1
Assay by compound | 31 | 32 | 33 | 34 | 35 | 36 | 37 | 38 | 39 | 40
GLA spleen mod | -2% | -5% | 0% | nt | 6% | -15% | -5% | -1% | 1% | -5%
Tau fluor cs | 1% | -8% | -1% | ? | 0% | 3% | -4% | ? | -8% | 1%
Tau fibril FP | -6% | 5% | 2% | ? | 1% | -2% | 2% | ? | 3% | 6%
HTT cytoprotect | 18%[10 µM] | 9%[10 µM] | 0% | nt | -10%[10 µM] | -6% | 4% | ? | -24% | 8%[10 µM]
GAA inhib | 0% | 4% | -2% | nt | 4% | nt | -2% | 3% | 11% | nt
GAA glycogen mod | 2% | 1% | 1% | -4%[76.3 µM] | 4% | nt | 6% | 0% | 2% | -9%
Tau fibril ThT | -5% | -8% | -4% | ? | -6% | 11% | 0% | -4% | -2% | nt
GAA spleen mod | -1% | -13% | 3% | nt | -4% | -1% | 0% | -3% | 0% | -7%

#41 O=C(NCC(c1cccs1)N1CCOCC1)c1cc(-c2ccccn2)nc2ccccc12 (stereo not drawn)
#42 Fc1cccc(COc2ccccc2C(=S)N2CCCC2)c1
#43 CC(=O)c1c(N2CCN(C)CC2)[nH]c(-c2ccccc2)nc1=S
#44 COC(=O)c1ccc(NC(=O)Cn2nc(C)cc2C)cc1
#45 CCn1c(-c2cc(-c3ccccc3OC)nc3ccccc23)n[nH]c1=S
Assay by compound | 41 | 42 | 43 | 44 | 45
GLA spleen mod | -1% | 3% | 0% | 5% | 7%
Tau fluor cs | -12% | -15% | -11% | 9%[2.34 µM] | -6%
Tau fibril FP | 0% | -3% | -9% | -2%[2.34 µM] | -2%
HTT cytoprotect | 14%[10 µM] | -20% | -8% | 10%[10 µM] | -12%[10 µM]
GAA inhib | nt | 3% | 4% | 14% | 0%
GAA glycogen mod | 7% | -5% | ? | -6% | -16%
Tau fibril ThT | -5% | 3% | -11% | -10% | -9%
GAA spleen mod | -11% | -7% | -18% | 2% | -5%

Entries shown so far containing a Cl atom, in the order listed:
#7 COC(=O)c1cn[nH]c1NC(=S)Nc1ccc(Cl)c(Cl)c1
#8 O=C(NCc1ccc2c(c1)OCO2)C(C(=O)c1ccccc1)n1cc(Cl)ccc1=O (stereo not drawn)
#23 CCOc1cc(CNCCO)c(Cl)cc1OCC(=O)NCCc1ccccc1
#28 Nc1nc(C(=O)N2CCOCC2)nn1S(=O)(=O)c1ccc(Cl)cc1
#29 Cc1nnc(SCc2ccc(C(=O)c3ccc(Cl)cc3)o2)n1-c1ccccc1
#33 N#Cc1c(-c2ccc(Cl)cc2)nc2n(c1=O)CCCS2
#34 Cc1cccc(N2CCN(CCNC(=O)Nc3ccc(Cl)cc3)CC2)c1C
#37 CC(=O)Nc1ccc(C(=O)OCC(=O)NCc2ccc(Cl)cc2)cc1
#40 O=C(O)COc1ccccc1/C=N/NC(=O)CSc1nc2ccccc2c(=O)n1-c1ccc(Cl)cc1
Assay by compound | 7 | 8 | 23 | 28 | 29 | 33 | 34 | 37 | 40
GLA spleen mod | 3% | 1% | -5% | 2% | 1% | 0% | nt | -5% | -5%
Tau fluor cs | -18% | -5% | 2% | 11% | -7% | -1% | ? | -4% | 1%
Tau fibril FP | ? | 7% | -4% | 9% | 1% | 2% | ? | 2% | 6%
HTT cytoprotect | 1% | -5%[10 µM] | -9% | -2% | 1%[10 µM] | 0% | nt | 4% | 8%[10 µM]
GAA inhib | -3% | 1% | 4% | 4% | -5% | -2% | nt | -2% | nt
GAA glycogen mod | -5% | -7% | -1% | 4% | -11% | 1% | -4%[76.3 µM] | 6% | -9%
Tau fibril ThT | -2% | -4% | 3% | 8% | ? | -4% | ? | 0% | nt
GAA spleen mod | 1% | -17% | -13% | -9% | -6% | 3% | nt | 0% | -7%
